GSH bead fluor: GSH bead compound fluorescence profile; AID 1776; fluorescence (KMESF) at 10 µM; GSH beads flow cytometry, compound fluorescence 488/530 nm; stronger effect = higher value; 190,000 tested, 0.25% active; in the data active means fluorescence above about 89;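 further: glutathione beads carrying GST-tagged Bcl family fusion proteins plus one bare bead set; values are compound well signal with DMSO vehicle wells as background; inactives centre near 16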
Pf gamet viab: inhibitors of late stage P. falciparum gametocyte viability. inhibition, % at 10.9 µM. P. falciparum stage V gametocytes, ATP luminescence, 24 h. 150,000 tested, 0.065% active;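 active means inhibition above the mean plus 3 SD of compounds within the control limits, set per campaign, cut at about 38% in these data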;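 further: 0% = DMSO wells and 100% = medium only without gametocytes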
ABCG2 inh: human ABCG2 inhibition, ABCB1 as counter-screen; Q9UNQ0; inhibition, % at 6.6 µM; IgMXP3 cells, JC-1 efflux, flow cytometry; 190,000 tested, 0.1% active; AID 1325;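 active means inhibition above 80%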;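 further: 0% = DMSO and 100% = nicardipine control wells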
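System: two drug-resistant human cell lines, ABCG2 and ABCB1; controls: nicardipine high and DMSO low controls; times: 10 min exposure at 25 °C with rotation, no wash; detection: flow cytometry of retained JC-1 fluorescence; read-out basis: percent efflux inhibition, scaled nicardipine 100% to DMSO 0%; doses: one concentration, 6.6 µM final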
Cdc42 wt GTP: human Cdc42 wildtype GTP binding change, either direction; GST-Cdc42 beads, Bodipy-GTP binding, flow cytometry; actives lie on both sides; percent activity (GTP binding), % at 10 µM; 190,000 tested, 0.2% active; AID 761;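 active means percent activity GTP binding at least 20 points away from the 100% baseline, either down as inhibitor or up as activator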;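 further: median bead fluorescence of bound Bodipy-FL-GTP at 100 nM; 0% = excess unlabeled GTP control and 100% = no compound control; below 100% means less GTP binding so inhibitor and above means activator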
Avidin bead fluor: compound fluoresces at 488/530 nm on avidin beads | compound fluorescence 488/530 nm, flow cytometry; stronger effect = higher value | fluorescence (KMESF) at 10 µM | 220,000 tested, 0.38% active | AID 1775; in the data active means fluorescence above about 47; further: inactives centre near 10
Rab7 wt modul: modulators of GTP binding to dog Rab7 wildtype GTPase. GST-Rab7 beads, fluorescent GTP binding, flow cytometry; actives lie on both sides; untreated = 100%, excess cold GTP = 0%. GTP binding activity (percent of control), % at 10 µM. 190,000 tested, 0.055% active. AID 758;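 active means fluorescent GTP binding to Rab7 beads changed by at least 20 points from the 100% baseline, either direction, mostly lower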;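 further: median green fluorescence of bound Bodipy-FL-GTP per Rab7 bead population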
Rac1 wt GTP bind: human Rac1 wildtype GTP binding, inhibitors and activators | P63000 | GTP binding activity (% of control), % at 10 µM | GST-Rac1 beads, fluorescent GTP binding, flow cytometry; actives lie on both sides; 0 = cold GTP competed, 100 = untreated | 190,000 tested, 0.27% active | AID 757;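 active means GTP binding activity at least 20 points away from the 100% control level, either lower or higher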
Rac1 mut GTP: alters GTP binding to activated mutant human Rac1; 190,000 tested, 0.11% active; percent activity (GTP binding), % at 10 µM; GST-Rac1 activated beads, fluorescent GTP binding, flow cytometry; actives lie on both sides; 100% means binding = to untreated wells; P63000;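 active means GTP binding at least 20 percentage points away from the 100% baseline, in either direction, so actives lie on both sides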
Rab2A wt mod: changes GTP binding to wildtype dog Rab2A, up or down | GST-Rab2 wt beads, Bodipy-GTP binding, flow cytometry | GTP binding activity, % at 10 µM | 190,000 tested, 0.19% active | AID 760;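 active means GTP binding activity at least 20 points away from 100%, either lowered or raised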;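 further: 0% = beads with excess unlabeled GTP and 100% = no-compound control corrected for plate trend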
HRas wt GTP bind: modulators of GTP binding to human HRas wildtype. GST-Ras wt beads, Bodipy-FL-GTP binding, flow cytometry; actives lie on both sides. 190,000 tested, 0.14% active. GTP binding activity, % at 10 µM;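 active means GTP binding activity at least 20% away from the 100% baseline, either lowered as inhibitor or raised as activator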;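 further: 0% = unlabeled GTP competition control and 100% = no-compound control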
ABCB1 inh: human ABCB1 inhibition, ABCG2 as counter-screen; P08183; CCRF-Adr cells, JC-1 efflux, flow cytometry; inhibition, % at 6.6 µM; 190,000 tested, 0.067% active; AID 1326; in the data active means inhibition above about 40%;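 further: 0% = vehicle and 100% = reference inhibitor; higher value means more JC-1 retained so stronger ABCB1 efflux block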
Target sequence (P08183 whole entry, looked up): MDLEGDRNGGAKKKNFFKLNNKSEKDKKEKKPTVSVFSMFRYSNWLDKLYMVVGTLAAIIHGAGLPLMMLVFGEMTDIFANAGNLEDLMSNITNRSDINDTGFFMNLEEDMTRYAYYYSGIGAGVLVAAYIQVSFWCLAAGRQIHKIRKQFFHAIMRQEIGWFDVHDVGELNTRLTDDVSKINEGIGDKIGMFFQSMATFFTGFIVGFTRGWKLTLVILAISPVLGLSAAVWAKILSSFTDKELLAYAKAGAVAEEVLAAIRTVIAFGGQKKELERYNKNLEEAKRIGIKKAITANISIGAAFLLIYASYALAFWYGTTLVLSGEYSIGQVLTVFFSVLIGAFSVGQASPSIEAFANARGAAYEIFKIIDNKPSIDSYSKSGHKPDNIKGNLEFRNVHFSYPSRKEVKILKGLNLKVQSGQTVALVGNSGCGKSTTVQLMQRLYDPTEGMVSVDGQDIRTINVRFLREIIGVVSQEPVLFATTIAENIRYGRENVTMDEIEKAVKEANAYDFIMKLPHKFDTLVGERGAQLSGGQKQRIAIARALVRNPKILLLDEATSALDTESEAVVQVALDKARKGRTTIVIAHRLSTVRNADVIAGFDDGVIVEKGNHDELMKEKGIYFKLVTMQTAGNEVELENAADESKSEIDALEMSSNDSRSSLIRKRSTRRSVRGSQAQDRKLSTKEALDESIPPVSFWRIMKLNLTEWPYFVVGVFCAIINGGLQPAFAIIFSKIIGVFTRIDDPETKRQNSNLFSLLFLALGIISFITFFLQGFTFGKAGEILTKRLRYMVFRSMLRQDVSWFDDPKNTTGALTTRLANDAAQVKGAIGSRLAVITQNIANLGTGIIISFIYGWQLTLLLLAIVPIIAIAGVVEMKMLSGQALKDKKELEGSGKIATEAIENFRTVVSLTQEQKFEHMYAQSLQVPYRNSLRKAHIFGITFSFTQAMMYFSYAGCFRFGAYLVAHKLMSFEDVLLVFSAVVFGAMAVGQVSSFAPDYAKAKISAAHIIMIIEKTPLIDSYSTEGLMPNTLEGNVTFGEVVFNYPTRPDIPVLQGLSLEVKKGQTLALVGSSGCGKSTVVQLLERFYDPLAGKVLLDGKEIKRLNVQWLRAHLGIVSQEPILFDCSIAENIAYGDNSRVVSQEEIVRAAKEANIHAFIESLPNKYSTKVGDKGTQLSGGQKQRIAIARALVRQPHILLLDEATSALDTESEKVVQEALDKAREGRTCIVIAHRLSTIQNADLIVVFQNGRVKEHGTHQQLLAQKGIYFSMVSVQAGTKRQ
Active calls of the source: *. An unsorted share of the library; 1.1% or so of the library scored in one or more.

For Cc1ccc(CN2CCSc3ccc(C(=O)NCc4cccnc4)cc32)cc1 the results were GSH bead fluor 13, Pf gamet viab 1, ABCG2 inh 0, Cdc42 wt GTP 97, Avidin bead fluor 8, Rab7 wt modul 98, Rac1 wt GTP bind 99, Rac1 mut GTP 95, Rab2A wt mod 96, HRas wt GTP bind 96 and ABCB1 inh 7.4.
`O=C(CNC(=O)c1ccco1)NCC(=O)OCc1cccc(Cl)c1` gave GSH bead fluor 27, Pf gamet viab 7, ABCG2 inh 1, Cdc42 wt GTP 102, Avidin bead fluor 13, Rab7 wt modul 98, Rac1 wt GTP bind 102, Rac1 mut GTP 100, Rab2A wt mod 101, HRas wt GTP bind 101 and ABCB1 inh -0.7.
`N[C@@H](CO)c1nnc([C@H](Cc2ccc(O)cc2)NC(=O)C2CCNCC2)o1` gave GSH bead fluor 20, ABCG2 inh 0, Cdc42 wt GTP 99, Avidin bead fluor 5, Rab7 wt modul 97, Rac1 wt GTP bind 99, Rac1 mut GTP 98, Rab2A wt mod 98, HRas wt GTP bind 97 and ABCB1 inh 0.2.
For O=C(CCC(=O)OCc1cccc([N+](=O)[O-])c1)Nc1ccc(F)cc1 the results were GSH bead fluor 13, Pf gamet viab 3, ABCG2 inh 2, Cdc42 wt GTP 100, Avidin bead fluor 17, Rab7 wt modul 100, Rac1 wt GTP bind 107, Rac1 mut GTP 100, Rab2A wt mod 100, HRas wt GTP bind 99 and ABCB1 inh 0.8.
`CCOC(=O)N1CCN(C(=O)CSc2nnc(-c3ccc(C)c(C)c3)o2)CC1` gave GSH bead fluor 15, ABCG2 inh 3, Cdc42 wt GTP 97, Avidin bead fluor 7, Rab7 wt modul 100, Rac1 wt GTP bind 104, Rac1 mut GTP 100, Rab2A wt mod 99, HRas wt GTP bind 99 and ABCB1 inh 0.6.
COc1c(C)cc(C(=O)C2CCCN(C(=O)CCc3scnc3C)C2)cc1C (stereo not drawn) was read as GSH bead fluor 14, Pf gamet viab 7, ABCG2 inh 0, Cdc42 wt GTP 98, Avidin bead fluor 2, Rab7 wt modul 102, Rac1 wt GTP bind 96, Rac1 mut GTP 95, Rab2A wt mod 100, HRas wt GTP bind 97 and ABCB1 inh 3.2.
Cc1cc(C(=O)Nc2sc3c(c2C#N)CCC(C)C3)no1 (stereo not drawn) was read as GSH bead fluor 47, ABCG2 inh 0, Cdc42 wt GTP 94, Avidin bead fluor 9, Rab7 wt modul 96, Rac1 wt GTP bind 99, Rac1 mut GTP 95, Rab2A wt mod 95, HRas wt GTP bind 95 and ABCB1 inh -0.1.
For COCCn1c(C)cc(C(=O)COc2cccnc2[N+](=O)[O-])c1C the results were GSH bead fluor 9, Pf gamet viab -11, ABCG2 inh 0, Cdc42 wt GTP 95, Avidin bead fluor 10, Rab7 wt modul 104, Rac1 wt GTP bind 97, Rac1 mut GTP 97, Rab2A wt mod 98, HRas wt GTP bind 97 and ABCB1 inh -0.2.
`CC(=O)N1CCc2ccc(S(=O)(=O)N3CCc4ccccc43)cc21` gave GSH bead fluor 6, Pf gamet viab -20, ABCG2 inh -1, Cdc42 wt GTP 96, Avidin bead fluor 10, Rab7 wt modul 105, Rac1 wt GTP bind 97, Rac1 mut GTP 97, Rab2A wt mod 98, HRas wt GTP bind 97 and ABCB1 inh 0.0.
`O=C(C1CCN(Cc2nc(Cc3cccc(F)c3)no2)CC1)N1CCOCC1` gave GSH bead fluor 13, Pf gamet viab -15, ABCG2 inh 0, Cdc42 wt GTP 96, Avidin bead fluor 10, Rab7 wt modul 104, Rac1 wt GTP bind 101, Rac1 mut GTP 98, Rab2A wt mod 97, HRas wt GTP bind 99 and ABCB1 inh 0.3.
`Cc1cc(=O)[nH]c(N/N=C/c2ccc([N+](=O)[O-])cc2)n1` gave GSH bead fluor 17, ABCG2 inh 37, Cdc42 wt GTP 100, Avidin bead fluor 16, Rab7 wt modul 107, Rac1 wt GTP bind 95, Rac1 mut GTP 93, Rab2A wt mod 97, HRas wt GTP bind 97 and ABCB1 inh 1.9.
Cc1ccc(S(=O)(=O)N2CCCOC2CNC(=O)C(=O)NCc2ccco2)cc1 (stereo not drawn) was read as GSH bead fluor 9, Pf gamet viab -12, ABCG2 inh 9, Cdc42 wt GTP 104, Avidin bead fluor 4, Rab7 wt modul 97, Rac1 wt GTP bind 103, Rac1 mut GTP 97, Rab2A wt mod 100, HRas wt GTP bind 101 and ABCB1 inh 0.0.
Screening COc1cccc(Sc2ccccc2/C=N/NC(N)=O)c1 returned GSH bead fluor 10, Pf gamet viab -15, ABCG2 inh 6, Cdc42 wt GTP 95, Avidin bead fluor 14, Rab7 wt modul 98, Rac1 wt GTP bind 94, Rac1 mut GTP 96, Rab2A wt mod 93, HRas wt GTP bind 96 and ABCB1 inh 1.4.
CCc1cccc(CC)c1NC(=S)N1CCn2cccc2C1c1cccnc1 (stereo not drawn) was read as GSH bead fluor 7, ABCG2 inh 1, Cdc42 wt GTP 101, Avidin bead fluor 9, Rab7 wt modul 101, Rac1 wt GTP bind 103, Rac1 mut GTP 98, Rab2A wt mod 101, HRas wt GTP bind 100 and ABCB1 inh 0.5.
COc1cc2[nH]c(=S)n(Cc3cccs3)c(=O)c2cc1OC was read as GSH bead fluor 19, Pf gamet viab -10, ABCG2 inh 2, Cdc42 wt GTP 92, Avidin bead fluor 11, Rab7 wt modul 91, Rac1 wt GTP bind 85, Rac1 mut GTP 90, Rab2A wt mod 91, HRas wt GTP bind 88 and ABCB1 inh 0.2.
CCOc1ccccc1C(=O)Nc1ccc(S(=O)(=O)N2CCOCC2)cc1 was read as GSH bead fluor 31, ABCG2 inh 57, Cdc42 wt GTP 104, Avidin bead fluor 12, Rab7 wt modul 102, Rac1 wt GTP bind 101, Rac1 mut GTP 98, Rab2A wt mod 104, HRas wt GTP bind 100 and ABCB1 inh 0.1.
`COc1ccc(S(=O)(=O)n2cnc3cc(C)c(C)cc32)cc1` gave GSH bead fluor 10, Pf gamet viab -6, ABCG2 inh 2, Cdc42 wt GTP 103, Avidin bead fluor 7, Rab7 wt modul 103, Rac1 wt GTP bind 108, Rac1 mut GTP 99, Rab2A wt mod 104, HRas wt GTP bind 102 and ABCB1 inh 0.6.
`COc1ccc(-c2c(NC(C)=O)n(C)c3ccccc3c2=O)cc1` gave GSH bead fluor 12, Pf gamet viab 9, ABCG2 inh 3, Cdc42 wt GTP 98, Avidin bead fluor 38, Rab7 wt modul 95, Rac1 wt GTP bind 94, Rac1 mut GTP 94, Rab2A wt mod 95, HRas wt GTP bind 98 and ABCB1 inh 0.5.
For CCCCCn1c(=O)[nH]c2cc(C(=O)NCCCN(CC)CC)ccc2c1=O the results were GSH bead fluor 11, ABCG2 inh -1, Cdc42 wt GTP 103, Avidin bead fluor 16, Rab7 wt modul 106, Rac1 wt GTP bind 107, Rac1 mut GTP 102, Rab2A wt mod 104, HRas wt GTP bind 104 and ABCB1 inh -0.1.
Screening O=C1NCC(O)=C1C=NCCCO returned GSH bead fluor 16, ABCG2 inh 1, Cdc42 wt GTP 102, Avidin bead fluor 11, Rab7 wt modul 104, Rac1 wt GTP bind 100, Rac1 mut GTP 98, Rab2A wt mod 102, HRas wt GTP bind 103 and ABCB1 inh 0.4.

A draw from above in order of length of the SMILES, smallest number first:
`O=C(CNC(=O)c1ccco1)NCC(=O)OCc1cccc(Cl)c1` gave GSH bead fluor 27, Pf gamet viab 7, ABCG2 inh 1, Cdc42 wt GTP 102, Avidin bead fluor 13, Rab7 wt modul 98, Rac1 wt GTP bind 102, Rac1 mut GTP 100, Rab2A wt mod 101, HRas wt GTP bind 101 and ABCB1 inh -0.7.
CCc1cccc(CC)c1NC(=S)N1CCn2cccc2C1c1cccnc1 (stereo not drawn) was read as GSH bead fluor 7, ABCG2 inh 1, Cdc42 wt GTP 101, Avidin bead fluor 9, Rab7 wt modul 101, Rac1 wt GTP bind 103, Rac1 mut GTP 98, Rab2A wt mod 101, HRas wt GTP bind 100 and ABCB1 inh 0.5.
For COCCn1c(C)cc(C(=O)COc2cccnc2[N+](=O)[O-])c1C the results were GSH bead fluor 9, Pf gamet viab -11, ABCG2 inh 0, Cdc42 wt GTP 95, Avidin bead fluor 10, Rab7 wt modul 104, Rac1 wt GTP bind 97, Rac1 mut GTP 97, Rab2A wt mod 98, HRas wt GTP bind 97 and ABCB1 inh -0.2.

Next results.
Screening CCOC(=O)CSc1nc2ccsc2c(=O)[nH]1 returned GSH bead fluor 14, Pf gamet viab -5, ABCG2 inh 3, Cdc42 wt GTP 99, Avidin bead fluor 6, Rab7 wt modul 99, Rac1 wt GTP bind 97, Rac1 mut GTP 95, Rab2A wt mod 97, HRas wt GTP bind 97 and ABCB1 inh 1.3.
O=C(CSc1nnc2ccccn12)Nc1cccc(S(=O)(=O)N2CCOCC2)c1 was read as GSH bead fluor 17, Pf gamet viab 2, ABCG2 inh 1, Cdc42 wt GTP 102, Avidin bead fluor 6, Rab7 wt modul 99, Rac1 wt GTP bind 99, Rac1 mut GTP 99, Rab2A wt mod 103, HRas wt GTP bind 100 and ABCB1 inh -0.2.
Screening O=C(Nc1ccc(F)cc1)c1ccccc1S(=O)(=O)c1ccccc1[N+](=O)[O-] returned GSH bead fluor 5, Pf gamet viab 14, ABCG2 inh 8, Cdc42 wt GTP 99, Avidin bead fluor 9, Rab7 wt modul 99, Rac1 wt GTP bind 103, Rac1 mut GTP 100, Rab2A wt mod 97, HRas wt GTP bind 99 and ABCB1 inh 2.5.
Screening Nc1ccn(-c2ccc(Cl)cc2)c(=O)c1 returned GSH bead fluor 19, ABCG2 inh 0, Cdc42 wt GTP 98, Avidin bead fluor 2, Rab7 wt modul 95, Rac1 wt GTP bind 98, Rac1 mut GTP 102, Rab2A wt mod 100, HRas wt GTP bind 98 and ABCB1 inh 0.0.
`O=C(COC(=O)CCN1C(=O)c2ccccc2C1=O)Nc1ccc(S(=O)(=O)N2CCCC2)cc1` gave GSH bead fluor 48, Pf gamet viab 3, ABCG2 inh 1, Cdc42 wt GTP 97, Avidin bead fluor 7, Rab7 wt modul 93, Rac1 wt GTP bind 96, Rac1 mut GTP 95, Rab2A wt mod 95, HRas wt GTP bind 96 and ABCB1 inh 0.2.
O=C(NCCc1ccccn1)c1ccc(OC(F)F)cc1 was read as GSH bead fluor 28, Pf gamet viab 16, ABCG2 inh 0, Cdc42 wt GTP 96, Avidin bead fluor 26, Rab7 wt modul 101, Rac1 wt GTP bind 100, Rac1 mut GTP 97, Rab2A wt mod 98, HRas wt GTP bind 99 and ABCB1 inh 0.0.

High-throughput results deposited in PubChem by several laboratories.
